PL synth Enamine: phospholipid synthesis inhibitors, CHO cells, primary screen, ZR-82 cells, Enamine library, screen 3 | ZR-82 CHO cells, pyrene fatty acid UV survival, CellTiter Blue; peroxisome-deficient CHO-K1 mutant line; plus DGAT-1, DGAT-2 and ACAT inhibitors | calls only at 10 µM | actives 0.4% (n = 20,000) | AID 1347385, 2020;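 active = cell survival signal 2 SD away from solvent-only control wells, confirmed on one or two retests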;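 also: 3 h compound exposure then viability read about one day after UV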
Calls only; i = inactive. This is a subset, so the mix of outcomes need not match the whole.

SMILES	PL synth Enamine
COC(=O)c1sc(N)c(C(=O)OC)c1COC(=O)c1ccc(C)o1	i
CC1CCc2c(sc3ncnc(OCC(=O)NC45CC6CC(CC(C6)C4)C5)c23)C1 (stereo not given)	i
Cc1c2c(n(-c3ccc(Cl)cc3)c1C)N=CN1CCS(=O)(=O)N=C21	i
O=S(=O)(c1cccs1)N1CCN(CCO)CC1	i
CC1C2C3CC4C5C3C1(Br)C5C(O)(c1ccccc1)C42 (stereo not given)	i
Oc1ccc(Cc2ccc(O)c3ncccc23)c2cccnc12	i
CCc1nnc(NC(=O)C2CCCO2)s1 (stereo not given)	i
COCCNC(=S)NN=C1CCC(C(C)(C)C)CC1 (stereo not given)	i
COCCn1c(C)cc(C(=O)CN2C(=O)NC3(CCCCCC3)C2=O)c1C	i
CN(C(=O)CSc1nc2sc3c(c2c(=O)n1C)CCCC3)C1CCCCC1	i

4 of the compounds above, with each value named.
Oc1ccc(Cc2ccc(O)c3ncccc23)c2cccnc12
  PL synth Enamine = i
CCc1nnc(NC(=O)C2CCCO2)s1 (stereo not given)
  PL synth Enamine = i
COCCNC(=S)NN=C1CCC(C(C)(C)C)CC1 (stereo not given)
  PL synth Enamine = i
COCCn1c(C)cc(C(=O)CN2C(=O)NC3(CCCCCC3)C2=O)c1C
  PL synth Enamine = i

More results
SMILES	PL synth Enamine
O=C(NCC1CC1(Cl)Cl)Nc1ccc(Cl)c(Cl)c1 (stereo not given)	i
CCOC(=O)c1cc(C(O)(C(F)(F)F)C(F)(F)F)c(N=CN(C)C)o1	i
C=CCNc1nnc(SC(C)c2nc3sc(C)c(C)c3c(=O)[nH]2)s1 (stereo not given)	i
Cc1ccc(C2CC(c3cccs3)=NN2S(C)(=O)=O)o1 (stereo not given)	i
Fc1ccc(COc2nnc(-c3ccccc3)c3ccccc23)cc1	i
COc1ccc(NS(=O)(=O)c2cc(N=Nc3sc(N)nc3-c3cc(OC)ccc3OC)ccc2OC)cc1	i
Cc1nc2sccn2c1/C=N/Nc1ccc([N+](=O)[O-])cc1[N+](=O)[O-]	i
Cc1sc2c(c1C)CN(C(C)(C)C)CN2C(=O)c1ccco1	i
O=C1Nc2c(Br)cc(F)cc2C1=O	i
COCCCn1c(-c2cc(OC)ccc2OC)csc1=Nc1ccc(OC(F)F)cc1	i
O=c1cc(CSc2ccc3ccccc3n2)nc2sccn12	i
O=S(=O)(Nc1ccccc1Sc1ccccc1)c1ccc2ccccc2c1	i
O=C1/C(=C/c2cccs2)CCC/C1=C\c1cccs1	i
CCOC(=O)/C=C1\SCC(=O)N1CC(=O)O	i
O=C(CC12CC3CC(CC(Br)(C3)C1)C2)Nc1nc2c(s1)CCCC2	i
CC1CC(C)(C)CC2(C1)NC(=O)N(CC(=O)OCC(=O)N1CC3(C)CC1CC(C)(C)C3)C2=O (stereo not given)	i
Cn1c(SCC(=O)N2CCN(CC(=O)N3CCCC3)CC2)nnc1C(F)(F)F	i
O=C(/C=C/c1cccs1)N1CCOCC1	i
CCOC(=O)N/N=C/c1c(F)c(F)c(F)c(F)c1F	i
S=c1[nH]c(-c2ccccc2)cn1/N=C/c1cccc2ccccc12	i
O=C(CN1C(=O)NC2(CCCC2)C1=O)NC1CCSc2ccc(F)cc21 (stereo not given)	i
OCCn1nc2c3ccccc3nc-2n(-c2ccccc2)c1=S	i
CC(C)[C@H](NC(=O)c1ccco1)C(=O)NCC(F)(F)F	i
Cn1c(CSc2ccccc2)nc2ccccc21	i
CC(C)C(Sc1nncn1C(C)C)C(=O)NC(N)=O (stereo not given)	i
CC(C)C(=O)Nc1sc2c(c1C(=O)NC1CCCCCC1)CCC2	i
NC1=NC(=Nc2cccc(S(N)(=O)=O)c2)c2ccccc21	i
COc1cc(/C=C2\N=C(c3ccccc3I)OC2=O)ccc1OC(F)F	i
CN(C)c1ccc(C(N)=S)cc1	i
Cc1ccc(-n2nc(C)c(N=Nc3ccc(F)cc3C)c2N)cc1	i
CCOC(=O)c1c(NC(=O)COC(=O)C2C3CC4CC(C3)CC2C4)oc(C)c1C(C)=O (stereo not given)	i
CC12CC3(C(=O)Nc4nccs4)C1CCC23C (stereo not given)	i
CC1CCC(C(C)C)C(OC(=O)COC(=O)/C=C/c2ccc(I)o2)C1 (stereo not given)	i
CN1CCC(N(C)CC(=O)N(C2CCCCC2)C2CCCCC2)CC1	i
Cc1ccc2occ(/C=N/N3CC(=O)NC3=O)c(=O)c2c1	i
FC(F)(F)C(F)(F)C(F)(F)Sc1ccc(NC(=S)NCC2CCCO2)cc1 (stereo not given)	i
Cc1c(-c2nc3ccccc3s2)oc2ccccc12	i
FC(F)Oc1ccccc1/C=N/n1c(-c2ccc3c(c2)OCCO3)csc1=NCC1CCCO1 (stereo not given)	i
O=S1(=O)CCC(N=Cc2ccccc2O)C1 (stereo not given)	i
O=C1C2CCCN2C(=S)N1c1ccccc1 (stereo not given)	i
CC(=O)c1c(C)[nH]c(C(=O)OCC(=O)C(C)(C)C)c1C	i
CSC1=NC(C(Cl)(Cl)Cl)N=C(c2ccccc2)N1 (stereo not given)	i
CCCNC(=O)NC(=O)CN1C(=O)NC2(CCCCC2)C1=O	i
COCCNC(=S)NN=C1c2ccccc2-c2ccccc21	i
S=C(NCCCN1CCOCC1)Nc1ccc(N2CCOCC2)cc1	i
Fc1ccccc1C1CC(c2ccco2)=Nc2ccccc2S1 (stereo not given)	i
CCCCCCCCCCOCC[N+](CCCCCCCCCC)(CCOCCCCCCCCCC)CCOCCCCCCCCCC	i
O=S1(=O)CCN2C(=N1)SC1=C2CCN(Cc2ccccc2)C1	i
Cc1nnc2n(c1=O)N=C(c1ccc3c(c1)NC(=O)CO3)CS2	i
O=C(N=Nc1c(O)[nH]c2ccc(Br)cc12)C12CC3CC(CC(C3)C1)C2	i

The results go on:
SMILES	PL synth Enamine
Oc1ccc(/C=N/N=C(c2ccccc2)c2ccccc2)cc1	i
Brc1cc2c(cc1CSc1nnc(-c3ccc4c(c3)OCO4)o1)OCCO2	i
Cn1ccsc1=NC(=O)CCN1c2ccccc2Sc2ccccc21	i
Cc1ccc(S(=O)(=O)N2CCSC2C)cc1 (stereo not given)	i
Cc1nc(NC(C)c2cccnc2)c2c3c(sc2n1)CCC3 (stereo not given)	i
CCCCN(C(=O)CSc1nnnn1C)C1CCS(=O)(=O)C1 (stereo not given)	i
Cc1cc(C(=O)CN2C(=O)C(=O)N(Cc3ccco3)C2=O)c(C)n1C1CC1	i
CCOC(=O)c1c(C)[nH]c(C)c1C(=O)COC(=O)CSCc1c(C)noc1C	i
Fc1cc2c(c(CSc3nc4ccccc4o3)c1)OC(c1ccccc1)OC2 (stereo not given)	i
Cc1nn(-c2ccccc2)c2c1P(=S)(Nc1cccc(Br)c1)/C(=C1/N(C)c3ccccc3C1(C)C)C=N2 (stereo not given)	i

By substructure, the compounds so far containing a CF3 group.
SMILES	PL synth Enamine
CCOC(=O)c1cc(C(O)(C(F)(F)F)C(F)(F)F)c(N=CN(C)C)o1	i
Cn1c(SCC(=O)N2CCN(CC(=O)N3CCCC3)CC2)nnc1C(F)(F)F	i
CC(C)[C@H](NC(=O)c1ccco1)C(=O)NCC(F)(F)F	i
FC(F)(F)C(F)(F)C(F)(F)Sc1ccc(NC(=S)NCC2CCCO2)cc1 (stereo not given)	i

Continued:
SMILES	PL synth Enamine
COC(=O)c1cc(OC(=O)/C=C/c2cc(OC)c3c(c2)OCCO3)cc(C(=O)OC)c1	i
S=C(Nc1cccnc1)NN(c1ccccc1)c1ccccc1	i
c1cc(COc2ccc3c(c2)OCO3)ccc1COc1ccc2c(c1)OCO2	i
Cc1n[nH]c(=O)c2c(NC(=O)CSc3nc4sc5c(c4c(=O)n3C)CCCC5)oc(C)c12	i
c1ccc2sc(-c3ccc(CNCCCn4ccnc4)o3)nc2c1	i
O=S1(=O)CCN2C(=N1)SC(c1ccccc1Cl)=C2c1ccccc1Cl	i
Cc1cc(C)nc(N/N=C/c2ccc(N3CCNCC3)s2)n1	i
O=S(=O)(c1ccc2cccc3c2c1CC3)N1CCOCC1	i
CC1(C)CC(=O)C(CC(=O)N2CCCCCC2)=C(O)C1	i
Cc1nc2sc3c(c2c(=O)[nH]1)CCCC3	i
Cc1noc(C)c1C(=O)O	i
Cc1ccc(/C=C2\CCn3c2nc2sc(C)c(C)c2c3=O)s1	i
CCOC(=O)c1c(C)[nH]c(C(=O)CC(=O)OC)c1C	i
COc1cc(S(=O)(=O)Nc2ccc3cn[nH]c3c2)ccc1Br	i
CC(C)(C)NP1(=O)C=C(c2ccccc2)SC(c2ccccc2)=C1	i
Cn1nnnc1SCc1cc(=O)n2cc(Br)ccc2n1	i
Cn1c(=O)c2c(ncn2CC(=O)NC2CCCCCCC2)n(C)c1=O	i
Cc1[nH]c(=S)n(C2CCCC2)c1C	i
CSc1ccc(C2Nn3c(nnc3C3CCCO3)SC2C(=O)c2ccc(C)c(C)c2)cc1 (stereo not given)	i
NCCCCCCC(=O)O	i

(continued)
molecule	PL synth Enamine
CCCCN(C(=O)NC1CCCCC1)c1c(N)n(CCCC)c(=O)[nH]c1=O	i
CN1CCC(N(C)C(=O)CC23CC4CC(CC(Br)(C4)C2)C3)CC1	i
COc1ccc(/C=N/N=C2\CC3CCC2(C)C3(C)C)cc1O (stereo not given)	i
O=S(=O)(c1ccc(Cl)s1)N1CCCC(c2nc3ccccc3s2)C1 (stereo not given)	i
COCCCN=C1NN=C(c2cc(C)n(Cc3ccco3)c2C)CS1	i
Cc1cc(C[N+](C)(C)C)c(C)n1-c1ccc(Cl)cc1	i
Brc1ccc(/C=N/NC2=NCCCCC2)cc1	i
C(=C\c1ccccc1)/C=N/Nc1ncnc2ccccc12	i
O=C(CNCCO)N1N=C(c2cccs2)CC1c1cccs1 (stereo not given)	i
O=c1[nH]c(CSc2nnnn2C2CC2)nc2scc(-c3ccco3)c12	i
COc1cc(CN(C)Cn2nc3c(Cl)cc(Cl)cn3c2=S)ccc1OC(F)F	i
O=C(Cn1cc(C(F)(F)F)ccc1=O)N/N=C/c1ccc([N+](=O)[O-])o1	i
c1ccc(C2C/C(=N/Nc3nncc4ccccc34)c3ccccc3O2)cc1 (stereo not given)	i
CNS(=O)(=O)c1ccc(Cl)c(Cl)c1	i
O=C(NCCC(=O)OCC(=O)c1ccc(Cl)s1)NC12CC3CC(CC(C3)C1)C2	i

5 compounds out of the list, arranged by molecular weight, descending:
molecule	PL synth Enamine
O=S(=O)(c1ccc(Cl)s1)N1CCCC(c2nc3ccccc3s2)C1 (stereo not given)	i
CN1CCC(N(C)C(=O)CC23CC4CC(CC(Br)(C4)C2)C3)CC1	i
c1ccc(C2C/C(=N/Nc3nncc4ccccc34)c3ccccc3O2)cc1 (stereo not given)	i
O=C(CNCCO)N1N=C(c2cccs2)CC1c1cccs1 (stereo not given)	i
Brc1ccc(/C=N/NC2=NCCCCC2)cc1	i

New compounds follow.
molecule	PL synth Enamine
C/[N+]([O-])=C\c1ccc(C(F)(F)F)cc1	i
CCCn1c(=O)n(C)c(=O)c2c(SCOC)nc(C(C)C)nc21	i
COC(=O)c1sc2nc(C)[nH]c(=O)c2c1CC(=O)O	i
Cc1nnc(NC(=O)CC2CC3CCC2C3)s1 (stereo not given)	i
S=c1[nH]nc(-c2c[nH]c3ccccc23)n1Cc1ccco1	i
CC(NC(=O)C1CCC(C(=O)NC(C)C2CC3CCC2C3)CC1)C1CC2CCC1C2 (stereo not given)	i
Cn1c(C(=O)N2CCC(C(N)=O)CC2)cc2c(=O)n3ccccc3nc21	i
CC(NC(=O)CN1CCCCC1)C1CC2CCC1C2 (stereo not given)	i
C=CCn1c(-c2ccc(Cl)cc2Cl)csc1=Nc1cccc(O)c1	i
O=C(CON=C1c2ccccc2-c2ccccc21)NC12CC3CC(CC(C3)C1)C2	i
NC1=NC(c2ccc(-c3ccccc3)cc2)n2c(nc3ccccc32)N1 (stereo not given)	i
NC(=S)c1cc2c(ccc3ccccc32)oc1=O	i
O=C(NC(=S)NC1CC1)c1ccco1	i
O=[N+]([O-])c1ccc(Cl)c(S(=O)(=O)Nc2ccc(F)cc2Cl)c1	i
CN(C)Cn1nc(-c2ccc(Cl)cc2Cl)n(-c2ccc(F)c(Cl)c2)c1=S	i
COc1cc(C2Nc3cc(Cl)c(S(N)(=O)=O)cc3S(=O)(=O)N2)ccc1OCc1ccccc1 (stereo not given)	i
O=C(NC1CC1)OCC(F)(F)F	i
C=CCN(C(=O)Cn1c(=O)c2c(ncn2C)n(C)c1=O)c1nc2c(s1)CCCC2	i
C(=NC1=NN(c2ccccc2)CC1)c1ccccc1	i
Cc1occc1-c1nnc(SCC(=O)c2c(N)n(C3CC3)c(=O)[nH]c2=O)o1	i
CC1(C)CC(N2CCCCC2)=CC(=NC2CC(C)(C)NC(C)(C)C2)C1	i
CCCCNC(=S)N(C)c1c(N)n(CCCC)c(=O)[nH]c1=O	i
Cc1c(-c2ccc(F)cc2)[n+](=O)c(-c2ccc(F)cc2)c(C)n1[O-]	i
O=[N+]([O-])c1ccc(/C=N/Nc2ccnc3cc(Cl)ccc23)o1	i
Cc1csc2nc(CSc3nncn3C)cc(=O)n12	i
Cc1ccc2c(Cl)cc(Cl)c(OCc3cc(C)on3)c2n1	i
Cc1sc2nc(C(C)Sc3nncs3)[nH]c(=O)c2c1C (stereo not given)	i
O=S(=O)(Nc1ccc2c(c1)OCO2)c1ccc(Cl)s1	i
Nc1c(Cl)cc(Cl)c2c1C(=O)c1ccccc1C2=O	i
CCCCN1CN(CCCOC(C)C)Cn2c1nc1ccccc12	i
CC(C)NC(=O)CN(C)CC(N)=S	i
c1nc(Sc2ncnc3sc4c(c23)CCCC4)c2c3c(sc2n1)CCCC3	i
Brc1ccc2c(c1)OCCOCCOc1cc(Br)ccc1OCCOCCOCCO2	i
CS(=O)(=O)Nc1ccc(Cl)c(S(=O)(=O)N2CCCCC2)c1	i
CC1(C)CC2=NN(c3ccccc3)P(=S)(OC3CCCCC3)C2=C(N2CCCCC2)C1 (stereo not given)	i
Nc1ccc(S(=O)(=O)OCC(F)(F)C(F)F)cc1	i

Screens from PubChem BioAssay.
